RGS8-Gao reg – regulators of human RGS8-Galphao interaction | multiplexed bead flow cytometry, RGS8-Galphao binding; actives lie on both sides | response (percent of control binding), % at 10 µM | actives 0.34% (n = 220,000) | AID 1423; in the data active = response below about 60% or above about 140%; inactive = in between;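 also: Galphao activated as the GDP aluminium fluoride complex binding bead-coupled RGS8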
Bim-Bcl-XL – human Bim-Bcl-XL interaction inhibition; actives 0.04% (n = 190,000); Q07817; AID 1007; inhibition, % at 10 µM; Bim peptide-Bcl-XL binding, bead flow cytometry, fluorescence
Target sequence (Q07817 whole entry, looked up): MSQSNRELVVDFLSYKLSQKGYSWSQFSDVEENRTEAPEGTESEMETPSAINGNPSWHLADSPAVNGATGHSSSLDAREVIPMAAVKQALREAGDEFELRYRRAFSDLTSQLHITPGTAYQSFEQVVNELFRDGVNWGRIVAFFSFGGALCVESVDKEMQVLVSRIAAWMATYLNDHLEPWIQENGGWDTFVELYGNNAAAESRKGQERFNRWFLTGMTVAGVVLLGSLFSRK
RGS4-Gao reg – human RGS4-Galphao interaction regulation; Multiplexed bead flow cytometry, RGS4-Galphao binding; actives lie on both sides; binding response (% of control), % at 10 µM; actives 0.33% (n = 220,000); AID 1415; in the data active = binding response below about 49% or above about 150%; inactive = in between;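 also: fluorescent Galphao activated with aluminum fluoride binding bead-coupled RGS4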
Bcl-2 Bim block – disrupts Bim peptide binding to human Bcl-2; P10415; Bead-based flow cytometry, Bim peptide-Bcl-2 binding; inhibition, % at 10 µM; actives 0.06% (n = 190,000); AID 950; in the data active = inhibition above about 40%; inconclusive = no clear call, values can overlap the other calls;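 also: 0% = no compound wells with probe peptide and 100% = reference peptide inhibitor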
Bim-Bcl-B – human Bim-Bcl-B interaction inhibition | actives 0.073% (n = 190,000) | inhibition, % at 10 µM | Q9HD36 | AID 951 | bead-based flow cytometry, Bim peptide-Bcl-B binding;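 also: 0% = tracer peptide without compound and 100% = reference inhibitor peptide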
Target sequence (Q9HD36 whole entry, looked up): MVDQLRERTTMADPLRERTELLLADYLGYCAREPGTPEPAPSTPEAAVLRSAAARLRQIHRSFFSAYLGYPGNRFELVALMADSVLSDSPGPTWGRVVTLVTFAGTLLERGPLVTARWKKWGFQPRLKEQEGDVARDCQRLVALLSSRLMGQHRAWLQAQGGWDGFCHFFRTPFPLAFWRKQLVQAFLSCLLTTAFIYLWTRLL
Mcl1-Bid inh – Mcl-1/Bid interaction inhibition | TR-FRET Mcl-1/Bid-Dy647 peptide binding, 1536-well | inhibition, % at 21.7 µM | actives 0.97% (n = 220,000) | AID 1021;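 active = compounds that cut the binding signal by more than half at the single screening dose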;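 also: His-tagged Mcl-1 with europium anti-His antibody binding Bid BH3 peptide; 0% = Mcl-1 plus peptide wells and 100% = peptide-only wells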
Target sequence (Q07820 whole entry, looked up): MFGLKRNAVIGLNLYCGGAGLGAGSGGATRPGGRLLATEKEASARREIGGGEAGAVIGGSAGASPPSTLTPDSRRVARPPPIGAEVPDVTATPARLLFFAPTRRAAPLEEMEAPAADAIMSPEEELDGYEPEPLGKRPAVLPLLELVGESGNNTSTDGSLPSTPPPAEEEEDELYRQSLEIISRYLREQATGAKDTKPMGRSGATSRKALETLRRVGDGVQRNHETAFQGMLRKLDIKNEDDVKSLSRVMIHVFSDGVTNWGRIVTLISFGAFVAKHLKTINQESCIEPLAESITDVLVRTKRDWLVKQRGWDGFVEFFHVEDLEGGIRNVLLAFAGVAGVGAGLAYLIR
RGS7-Gao – regulators of human RGS7-Galphao interaction; binding response (% of control), % at 10 µM; Multiplexed bead flow cytometry, RGS7-Galphao binding; actives lie on both sides; P09471; actives 0.35% (n = 220,000); in the data active = binding response below about 49% or above about 150%; inconclusive = no clear call, values can overlap the other calls; inactive = in between;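 also: fluorescent Galphao held in activated GDP-AlF4 state binding bead-coupled RGS7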
Bcl-W Bim block – inhibitors of Bim-Bcl-W interaction, human; Q92843; bead-based flow cytometry, Bim peptide-Bcl-W binding; inhibition, % at 10 µM; actives 0.02% (n = 190,000); AID 952;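 also: 0% = bound tracer without compound and 100% = peptide blocker; higher means less fluorescent Bim peptide bound to Bcl-W beads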
Mcl1 Noxa PPI – disrupts binding of human Mcl-1 to Noxa peptide; inhibition, % at 21.7 µM; Q07820; actives 1.5% (n = 220,000); TR-FRET Mcl-1/Noxa peptide binding, 2 h;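 active = compounds that cut the protein-peptide binding signal by more than 50% relative to plate controls in a single-dose test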;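 also: His-tagged Mcl-1 with rhodamine Noxa BH3 peptide and terbium anti-His antibody; 0% = Mcl-1 plus Noxa peptide wells and 100% = peptide-only wells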
Bim-Mcl-1 – disrupts Bim peptide binding to human Mcl-1. Q07820. Bead-based flow cytometry, Bim peptide-Mcl-1 binding. inhibition, % at 10 µM. actives 0.1% (n = 190,000). AID 1009;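 also: 0% = no compound tracer wells and 100% = peptide blocker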
Bfl-1 Bim block – human Bim-Bfl-1 interaction inhibition; Bead-based flow cytometry, Bim-Bfl-1 binding inhibition; inhibition, % at 10 µM; actives 0.12% (n = 190,000);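 also: 0% = wells without compound plus tracer and 100% = blocker peptide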
An asterisk follows results filed as active; ? = inconclusive; . = not tested or not shown. Rule as the data show it, unless noted: active = inhibition above about 40%. Compounds as they come. About 2.7% of those tested had a hit in this group.

Sample of the layout (2 entries):
SMILES | RGS8-Gao reg | Bim-Bcl-XL | RGS4-Gao reg | Bcl-2 Bim block | Bim-Bcl-B | Mcl1-Bid inh | RGS7-Gao | Bcl-W Bim block | Mcl1 Noxa PPI | Bim-Mcl-1 | Bfl-1 Bim block
O=C(/C=C/c1ccccc1)Nc1scc(-c2ccccc2)c1C(=O)O | 101 | -1 | 100 | -3 | -4 | -26 | 96 | -2 | 3 | -1 | -4
Cc1ccc(CNC(=O)CCc2nnc(Cc3ccc(-c4ccccc4)cc3)o2)o1 | 99 | -5 | 100 | -2 | -8 | -20 | 99 | 0 | 24 | -1 | -11

The listing, repeating the preview:
SMILES | RGS8-Gao reg | Bim-Bcl-XL | RGS4-Gao reg | Bcl-2 Bim block | Bim-Bcl-B | Mcl1-Bid inh | RGS7-Gao | Bcl-W Bim block | Mcl1 Noxa PPI | Bim-Mcl-1 | Bfl-1 Bim block
O=C(/C=C/c1ccccc1)Nc1scc(-c2ccccc2)c1C(=O)O | 101 | -1 | 100 | -3 | -4 | -26 | 96 | -2 | 3 | -1 | -4
Cc1ccc(CNC(=O)CCc2nnc(Cc3ccc(-c4ccccc4)cc3)o2)o1 | 99 | -5 | 100 | -2 | -8 | -20 | 99 | 0 | 24 | -1 | -11
COC(=O)c1ccccc1NC(=O)Nc1cccs1 | 101 | -3 | 101 | -1 | -3 | -35 | 104 | -1 | 21 | -1 | 5
CC(=O)c1cccc(NC(=O)C2C3C=CC(C3)C2C(=O)O)c1 (centres undefined) | 97 | -5 | 97 | -4 | -5 | -11 | 99 | -1 | 2 | -2 | -6
Cc1cc(Cl)cc(Cl)c1OCCCCN(C)C | 95 | -9 | 91 | -25 | -8 | 21 | 88 | -5 | 23 | -5 | -20
CC(=O)Nc1ccc(-c2csc(NCc3ccco3)n2)cc1 | 100 | -3 | 98 | 0 | -7 | -15 | 100 | -3 | 12 | -5 | 0
CCOc1ccccc1CN(CCc1ccc2c(c1)OCO2)Cc1ccccn1 | 102 | . | 104 | ? | . | 26 | 95 | . | 4 | . | .
Cc1cccc(Oc2ncnc(N)c2[N+](=O)[O-])c1 | 101 | -7 | 102 | -6 | -7 | 8 | 99 | -5 | 2 | -3 | -2
CC(C)OCCCNC(=O)c1ccc(CS(=O)(=O)Cc2ccccc2F)o1 | 98 | -2 | 99 | 1 | 0 | -22 | 101 | -1 | 0 | -1 | -1
COc1cc(C(=O)OC(C)C(=O)N2CCc3ccccc3C2)ccc1OCC(=O)N1CCOCC1 (centres undefined) | 102 | -2 | 101 | -9 | -8 | -34 | 102 | 3 | 2 | 0 | -11
CCN(CC)S(=O)(=O)c1ccc(Cl)c(NC(=O)c2ccncc2)c1 | 103 | 0 | 101 | -4 | 0 | -11 | 102 | -1 | 2 | 0 | -4
O=S(=O)(c1ccc2nc(Cc3ccccc3)[nH]c2c1)N1CCOCC1 | 96 | 1 | 101 | 1 | 0 | 21 | 96 | 1 | 8 | 0 | 1
O=C(NCc1ccccc1)c1ccc(COCC(F)(F)F)o1 | 100 | -4 | 101 | -9 | -6 | -4 | 99 | 0 | 6 | 0 | -17
CCC(C)C(NS(=O)(=O)c1ccc(C)cc1)C(=O)O (centres undefined) | 99 | -3 | 95 | -2 | 0 | -1 | 93 | -2 | -4 | 0 | 0
COc1ccc(NC(=O)CSc2nc3c([nH]c4ccccc43)c(=O)n2C)cc1 | 96 | -1 | 90 | -2 | -2 | -3 | 101 | -1 | 31 | 1 | -6
CSc1ncc(C(=O)O)n1-c1ccc(F)cc1 | 118 | 6 | 114 | 0 | 0 | -21 | 114 | -1 | 15 | -3 | -1
Cc1[nH]c2ccccc2c1/C=N/n1cnnc1 | 104 | 0 | 104 | -2 | 1 | -29 | 98 | 2 | -8 | 2 | 0
Oc1c(C=Nc2ccccc2Cl)[nH]c2ccccc12 | 105 | . | 105 | . | . | -78 | ? | . | 20 | . | .
C(#CC1CCCC1)c1ccc2c(c1)COc1c3ccccc3nn1-2 | 101 | . | 108 | . | . | -51 | ? | . | -24 | . | .
Cc1cc(Br)c(NC(=O)CCl)c(Br)c1 | 93 | -1 | 93 | -3 | -3 | -1 | 99 | 0 | -4 | -2 | 2
CCC(/C=C1\Sc2ccc(OC)cc2N1CC)=C\c1sc2ccc(OC)cc2[n+]1CCCS(=O)(=O)[O-] | 93 | 3 | 101 | 5 | 4 | -35 | 106 | 1 | 36 | 5 | -1
COc1ccc(N=C2NN=C(c3ccc4c(c3)OCCO4)CS2)cc1 | 98 | -4 | 98 | -7 | -14 | 10 | 98 | -2 | 30 | -2 | -9
CCC(C)(C)C(=O)Nc1ccc(C(N)=O)cc1 | 102 | 5 | 101 | 3 | -2 | 4 | 102 | 0 | 3 | 2 | -4
CCCSc1nc(N)c2c3c(sc2n1)CN(C)CC3 | 110 | 0 | 101 | -4 | -11 | -36 | 94 | 2 | 32 | 0 | -1
O=c1cc(Nc2ccc3c(c2)OCCO3)[nH]c(=O)n1-c1ccc(Cl)cc1 | 102 | -2 | 100 | -7 | -5 | -36 | 105 | 1 | 6 | 0 | -11
Cc1ccc(-c2noc(CCC(=O)Nc3cc(C)ccn3)n2)cc1 | 100 | -9 | 99 | -8 | -8 | -6 | 98 | -5 | 7 | -5 | -17
O=C(NCC(F)(F)F)Nc1ccccn1 | 101 | -6 | 101 | -9 | -10 | -12 | 100 | -3 | -2 | -5 | -18
O=C(Nc1ncc(S(=O)(=O)c2ccc([N+](=O)[O-])cc2)s1)c1cccc2ccccc12 | 102 | -6 | 102 | -7 | -6 | 0 | 101 | -1 | 12 | -1 | -15
Cc1c(C(=O)Nc2cccc([N+](=O)[O-])c2)csc1-c1ccccc1 | 102 | -11 | 97 | -7 | -6 | -29 | 99 | -1 | 5 | -5 | -4
Cc1ccc(S(=O)(=O)NC2=NCN(CCN3CCOCC3)CN2)cc1 | 99 | 3 | 99 | 0 | 3 | -15 | 98 | 0 | 3 | 0 | -1
Cc1cc(C)nc(-n2ncc3c2CC(c2ccccc2)CC3=O)n1 (centres undefined) | 102 | -2 | 103 | -1 | 0 | -16 | 98 | 0 | 23 | 0 | -3
CCCCCCOc1ccc(C(CC(=O)O)C(N)=O)cc1 (centres undefined) | 95 | -1 | 96 | 3 | 0 | -25 | 97 | 4 | -8 | 4 | 2
O=C(c1ccc([N+](=O)[O-])cc1)N1CCc2ccccc2C1 | 101 | -6 | 102 | -1 | 1 | 2 | 99 | -3 | -8 | -3 | -2
O=C(Cc1ccccc1)n1nc(-c2ccccc2)nc1NCc1ccco1 | 99 | 0 | 100 | -7 | -7 | -21 | 98 | 1 | -13 | 3 | -9
Cc1ccnc(NS(=O)(=O)c2cccs2)c1 | 98 | -2 | 101 | -3 | 0 | 3 | 99 | 0 | 8 | -2 | -1
COc1ccc(C)cc1NC(=O)CNc1ccccc1CN(C)C1CCCCC1 | 98 | -3 | 102 | -1 | -2 | -34 | 101 | -1 | 2 | 0 | -2
Cc1cc(N2CCCCC2)ccc1[N+](=O)[O-] | 106 | -4 | 103 | -10 | -4 | -20 | 104 | 1 | -13 | -1 | -15
O=C(c1ccccc1)n1ccc(-c2cnc(-c3ccccc3)s2)n1 | 94 | 0 | 95 | -9 | -5 | -3 | 92 | -2 | 0 | -2 | -1
COc1ccc2c(C)cc(=O)[nH]c2c1 | 101 | 0 | 100 | -3 | -2 | 13 | 100 | 4 | 3 | 1 | -7
Cc1ccc(NC(=O)COC(=O)C2=COCCO2)c([N+](=O)[O-])c1 | 98 | -1 | 98 | -3 | -2 | -21 | ? | -2 | 10 | -1 | -5

5 successive compounds already listed:
SMILES | RGS8-Gao reg | Bim-Bcl-XL | RGS4-Gao reg | Bcl-2 Bim block | Bim-Bcl-B | Mcl1-Bid inh | RGS7-Gao | Bcl-W Bim block | Mcl1 Noxa PPI | Bim-Mcl-1 | Bfl-1 Bim block
COc1ccc(C)cc1NC(=O)CNc1ccccc1CN(C)C1CCCCC1 | 98 | -3 | 102 | -1 | -2 | -34 | 101 | -1 | 2 | 0 | -2
Cc1cc(N2CCCCC2)ccc1[N+](=O)[O-] | 106 | -4 | 103 | -10 | -4 | -20 | 104 | 1 | -13 | -1 | -15
O=C(c1ccccc1)n1ccc(-c2cnc(-c3ccccc3)s2)n1 | 94 | 0 | 95 | -9 | -5 | -3 | 92 | -2 | 0 | -2 | -1
COc1ccc2c(C)cc(=O)[nH]c2c1 | 101 | 0 | 100 | -3 | -2 | 13 | 100 | 4 | 3 | 1 | -7
Cc1ccc(NC(=O)COC(=O)C2=COCCO2)c([N+](=O)[O-])c1 | 98 | -1 | 98 | -3 | -2 | -21 | ? | -2 | 10 | -1 | -5

Additional entries follow.
SMILES | RGS8-Gao reg | Bim-Bcl-XL | RGS4-Gao reg | Bcl-2 Bim block | Bim-Bcl-B | Mcl1-Bid inh | RGS7-Gao | Bcl-W Bim block | Mcl1 Noxa PPI | Bim-Mcl-1 | Bfl-1 Bim block
CC(CN1C(C)CCCC1C)OC(=O)c1ccccc1Cl (centres undefined) | 95 | 0 | 95 | -1 | 0 | -17 | ? | 0 | 5 | 0 | -4
CCOc1ccc(-c2csc(NC(=O)CSCC(=O)O)n2)c2ccccc12 | 101 | -5 | 101 | -1 | -5 | 2 | 96 | -4 | 6 | -2 | -4
COc1cccc(-c2nnc(-c3ccc(C)o3)o2)c1 | . | -2 | . | 3 | -4 | -4 | . | -3 | 4 | -2 | 7
Cc1cccc2cc(CN(CCc3ccccc3)C(=O)N3CCOCC3)c3nnnn3c12 | 115 | -3 | 104 | 2 | -1 | -3 | 106 | 1 | 1 | 0 | 0

From PubChem
